Compound activity as filed in PubChem.
Dicer processing = human Dicer pre-microRNA cleavage inhibition; Q9UPY3; cat-ELCCA pre-miR-21 Dicer processing, chemiluminescence; hits give high values; z-score at 25 µM; hit rate 6% among 47,000; AID 1347074; in the data active means z-score above about 3, passing the limit was not always enough;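 further: plate controls were vehicle for no effect and no enzyme for full effect; higher signal means more uncleaved substrate so more Dicer inhibition; strong numbers were not always called active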
* hit, by the source's call.

Compound: Cc1cc(C)c(S(=O)(=O)Nc2ccc3c4c(cc(=O)n3C)-c3ccccc3C(=O)c24)cc1C
  Dicer processing = 0.7
Compound: COc1ccc(CCN(C)CCCC(C#N)(c2cc(OC)c(OC)c(OC)c2)C(C)C)cc1OC (stereo not drawn)
  Dicer processing = 0.22
Compound: O=c1nc(SCc2c(Cl)cccc2Cl)nc(-c2ccc(Cl)cc2)[nH]1
  Dicer processing = 5.9*
Compound: Nc1ccc(-c2nnc(Nc3ccccc3C(F)(F)F)s2)cc1
  Dicer processing = 3.6*
Compound: Cc1onc(-c2c(Cl)cccc2Cl)c1NC(=O)N(C)C1CCCCC1
  Dicer processing = 0.34
Compound: CCCS(=O)(=O)c1csc(C(=O)OC)c1N/N=C/c1cccs1
  Dicer processing = 1.6
Compound: CCN1C(=O)CC(N2CCN(Cc3ccc4c(c3)OCO4)CC2)C1=O (stereo not drawn)
  Dicer processing = -1.1
Compound: COc1ccc(Oc2ccc([N+](=O)[O-])cc2-c2nc3cccc(C)c3c(=O)o2)cc1
  Dicer processing = -0.99
Compound: CN1C(=O)COc2ccc(C(=O)c3cc4ccccc4o3)cc21
  Dicer processing = 25
Compound: Cc1c(N)cccc1-c1nc2ccccc2s1
  Dicer processing = 3
Compound: Cc1cccc2c1[nH]c1nc(SCC(C)C)nnc12
  Dicer processing = 1.4
Compound: Cc1cc(C)c(C(=O)CC2(O)C(=O)Nc3ccccc32)c(C)c1 (stereo not drawn)
  Dicer processing = 2.5
Compound: CC(/C=N/OC(=O)c1ccc(F)cc1)=N\Nc1c(Cl)cc(Cl)cc1Cl
  Dicer processing = -0.3
Compound: Cn1c(=O)c2c(nc(Cl)n2Cc2ccccc2Cl)n(C)c1=O
  Dicer processing = 2.3
Compound: O=c1cc(O)c2c(=O)n(-c3ccccc3)c3ccccc3c2o1
  Dicer processing = -0.03
Compound: CCOc1ccccc1C1C2=C(CCCC2=O)Nc2nc(-c3cccc(C)c3)nn21 (stereo not drawn)
  Dicer processing = 0.05
Compound: COCCOC(=O)c1c(C)oc2ccc(OCc3ccccc3Br)cc12
  Dicer processing = 0.4
Compound: COC(=O)c1ccc(S(=O)(=O)NCCc2ccccc2OC)n1C
  Dicer processing = 2.3
Compound: Cc1cc(C)c(C)c(S(=O)(=O)Nc2ccc3oc(=O)sc3c2)c1C
  Dicer processing = 4.3*
Compound: CCc1ccc2nc(NC3=NCN(CCCN4CCOCC4)CN3)nc(C)c2c1
  Dicer processing = -1.4
Compound: COC(=O)COc1ccc2c(=O)c(Oc3ccccc3Cl)c(C(F)(F)F)oc2c1
  Dicer processing = -1.1
Compound: O=C(c1cccs1)n1ccc(-c2ccc(C#Cc3ccccc3)s2)n1
  Dicer processing = 1.2
Compound: Cc1cc2ccccc2n2c(SCC(N)=O)nnc12
  Dicer processing = -1
Compound: C=CCOC(=O)C1=C(C)NC2=C(C(=O)CC(C)(C)C2)C1c1cc2c(cc1Cl)OCO2 (stereo not drawn)
  Dicer processing = 0.15
Compound: CC1=C(C(=O)OCCc2ccccc2)C(c2ccc(C)s2)C2=C(CCCC2=O)N1 (stereo not drawn)
  Dicer processing = -0.57

Compound: Clc1ccccc1CSc1ncnc2nc[nH]c12
  Dicer processing = 0.2
Compound: COc1ccc(C2C3CCc4ccccc4C3=NN2C(=O)c2cccs2)cc1 (stereo not drawn)
  Dicer processing = -1.6
Compound: O=C(CSC1CC(=O)N(c2ccc(Br)cc2)C1=O)Nc1ccc(Cl)cc1 (stereo not drawn)
  Dicer processing = -1.1
Compound: COc1cccc(CCCCCN(C)C(N)=O)c1
  Dicer processing = 1.9
Compound: OC(Cc1nc2ccccc2[nH]1)c1ccccc1Cl (stereo not drawn)
  Dicer processing = -0.1
Compound: O=C(NC1=NCCS1)c1cc2ccccc2o1
  Dicer processing = 3.6*
Compound: CCOC(=O)C1CCCN(S(=O)(=O)c2cc(S(=O)(=O)c3ccccc3)cs2)C1 (stereo not drawn)
  Dicer processing = -0.5
Compound: CCCc1nn2c(=O)cc(O)nc2s1
  Dicer processing = 2.7
Compound: O=C1C2C3C=CC(CC3)C2C(=O)N1c1ccc(F)cc1 (stereo not drawn)
  Dicer processing = 0.29
Compound: COc1ccc(OCC(=O)Oc2ccc3c(c2)C(C)=CC(C)(C)N3)cc1
  Dicer processing = -1.4
Compound: CSc1sc(-c2ccnc(SCC(=O)c3ccc(Cl)cc3)n2)c(-c2ccccc2)c1C#N
  Dicer processing = -0.62
Compound: CCCc1c(Cc2c(F)cccc2Cl)c(=O)oc2cc(O)ccc12
  Dicer processing = 1.4

Five entries from above, as tab-separated lines.
Compound	Dicer processing
O=C(CSC1CC(=O)N(c2ccc(Br)cc2)C1=O)Nc1ccc(Cl)cc1 (stereo not drawn)	-1.1
COc1cccc(CCCCCN(C)C(N)=O)c1	1.9
OC(Cc1nc2ccccc2[nH]1)c1ccccc1Cl (stereo not drawn)	-0.1
O=C(NC1=NCCS1)c1cc2ccccc2o1	3.6*
CCOC(=O)C1CCCN(S(=O)(=O)c2cc(S(=O)(=O)c3ccccc3)cs2)C1 (stereo not drawn)	-0.5

Gathered by group, those above containing a CF3 group
Compound: Nc1ccc(-c2nnc(Nc3ccccc3C(F)(F)F)s2)cc1
  Dicer processing = 3.6*
Compound: COC(=O)COc1ccc2c(=O)c(Oc3ccccc3Cl)c(C(F)(F)F)oc2c1
  Dicer processing = -1.1

Given tab-delimited: part of the list above.
Molecule	Dicer processing
COc1ccc(C2C3CCc4ccccc4C3=NN2C(=O)c2cccs2)cc1 (stereo not drawn)	-1.6
O=C(CSC1CC(=O)N(c2ccc(Br)cc2)C1=O)Nc1ccc(Cl)cc1 (stereo not drawn)	-1.1

An excerpt; rates above refer to the full screens.
